Compound activity (PubChem)
IDH1 R132H inh = blocks human IDH1 R132H reductase activity. diaphorase/resazurin fluorescence, 60 min. inhibition, % at 10 µM. 70,000 tested, 0.18% active. AID 624101; in the data active means inhibition above about 34%;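 further: 0% = DMSO and 100% = no enzyme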
Target sequence (O75874 whole entry R132H): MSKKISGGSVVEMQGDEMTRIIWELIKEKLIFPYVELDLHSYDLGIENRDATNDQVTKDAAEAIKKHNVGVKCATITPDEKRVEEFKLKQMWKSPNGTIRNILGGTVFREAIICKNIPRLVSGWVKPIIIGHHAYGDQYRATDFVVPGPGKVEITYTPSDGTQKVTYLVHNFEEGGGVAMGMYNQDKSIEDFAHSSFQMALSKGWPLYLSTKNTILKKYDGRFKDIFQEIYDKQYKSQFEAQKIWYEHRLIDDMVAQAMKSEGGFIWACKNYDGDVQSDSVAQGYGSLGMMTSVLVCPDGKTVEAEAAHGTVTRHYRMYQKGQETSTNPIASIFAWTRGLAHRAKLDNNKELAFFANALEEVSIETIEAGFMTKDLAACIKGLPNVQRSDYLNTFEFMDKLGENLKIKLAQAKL
EZH2 inh = blocks human EZH2/PRC2 H3K27 methylation; Q15910; DELFIA TRF, 1 h; inhibition, % at 12.5 µM; 57,000 tested, 0.35% active; AID 651548;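 active means mean inhibition of replicates at least 50% and every single replicate also reaching 50%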;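 further: dimethyl H3K27 on biotinylated H3 21-44 peptide detected by antibody; plate controls were median neutral control wells for no effect and median positive control wells for full effect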
The depositor's hits bear a star; nt = no result given; & = joins results of further samples. The list is partial, so the mix of outcomes need not match the whole.

Results follow in this order: IDH1 R132H inh | EZH2 inh
CC(C)NC(=O)N(C)C[C@H]1Oc2cc(C#CC(C)(C)O)ccc2S(=O)(=O)N([C@H](C)CO)C[C@H]1C
    0.2 | 1
Cc1ccc(S(=O)(=O)N(C)C[C@H]2Oc3ccc(NC(=O)Cc4ccccc4)cc3CC(=O)N([C@@H](C)CO)C[C@H]2C)cc1
    nt | -1
CCC(=O)N(C)C[C@H]1Oc2cc(C#Cc3ccccc3)ccc2S(=O)(=O)N([C@@H](C)CO)C[C@H]1C
    -1.7 | -20
C[C@H]1CCCCO[C@@H](CN(C)C(=O)CCC(F)(F)F)[C@@H](C)CN([C@@H](C)CO)C(=O)c2cc(NS(=O)(=O)c3cn(C)cn3)ccc2O1
    1.7 | nt
C[C@@H]1CN([C@H](C)CO)C(=O)c2cc(NC(=O)CCC(F)(F)F)ccc2O[C@H]1CN(C)C(=O)Nc1cccc2ccccc12
    3.3 | 6
COc1cccc(CCc2ccccc2OCC[C@@H]2C[C@@H](O)CN2C)c1
    -0.1 | -9
Cc1noc(C)c1NC(=O)N(C)C[C@H]1Oc2ccc(NC(=O)C3CC3)cc2CC(=O)N([C@@H](C)CO)C[C@H]1C
    -0.7 | nt
COCC#Cc1ccc2c(c1)O[C@H](CN(C)S(=O)(=O)c1cccc(F)c1)[C@H](C)CN([C@H](C)CO)S2(=O)=O
    -0.6 | -7
C[C@@H]1CN([C@@H](C)CO)C(=O)Cc2cc(NS(=O)(=O)c3cn(C)cn3)ccc2O[C@H]1CN(C)S(=O)(=O)c1ccccc1
    0.0 | nt
COCC#Cc1cnc2c(c1)C(=O)N([C@H](C)CO)C[C@H](C)[C@@H](CN(C)C(=O)c1cnccn1)O2
    -0.7 | -5
O=C(CSc1nnc(-c2ccccc2O)n1-c1ccccc1)Nc1ccc2c(c1)OCCO2
    0.1 | 6
C[C@@H]1CN([C@@H](C)CO)C(=O)c2cccc(NC(=O)CCCCCC(=O)Nc3ccccc3N)c2O[C@@H]1CN(C)C(=O)Nc1ccc2c(c1)OCO2
    0.3 | -17
C[C@H]1CN([C@@H](C)CO)C(=O)c2cccc(NC(=O)c3nc4ccccc4s3)c2O[C@@H]1CN(C)CC1CCCCC1
    0.5 | nt
CCCNC(=O)N(C)C[C@@H]1Oc2ncc(/C=C/c3ccccc3)cc2C(=O)N([C@@H](C)CO)C[C@@H]1C
    0.3 | -6
C[C@H]1CN([C@@H](C)CO)C(=O)c2cc(NC(=O)Nc3ccc(C(F)(F)F)cc3)ccc2O[C@H]1CN(C)Cc1ccc(-c2ccccc2)cc1
    0.2 | nt
C[C@@H]1CN([C@@H](C)CO)S(=O)(=O)c2ccc(-c3cccc(C#N)c3)cc2O[C@@H]1CN(C)C
    0.9 | -17
O=C(C[C@H]1C=C[C@@H](NC(=O)C2CCOCC2)[C@H](CO)O1)NCC1CCCCC1
    0.5 | 10
COc1ccc(NC(=O)N(C)C[C@@H]2OCCCC[C@@H](C)Oc3ccc(NC(=O)NC4CCCCC4)cc3C(=O)N([C@H](C)CO)C[C@H]2C)cc1
    0.9 | nt
C[C@H]1CN([C@@H](C)CO)S(=O)(=O)c2ccc(-c3ccc(C#N)cc3)cc2O[C@H]1CN(C)Cc1ccccn1
    0.7 | 12
COc1ccccc1-c1coc2cc(O)ccc2c1=O
    -0.1 | 4
O=C(C[C@@H]1C=C[C@H](NC(=O)c2ccccc2)[C@H](CO)O1)NCc1ccncn1
    0.4 | 3
C[C@H]1CN([C@@H](C)CO)C(=O)c2cc(-c3cccc(C#N)c3)cnc2O[C@H]1CN(C)Cc1cccnc1
    -0.2 | 6
CO[C@@H]1CN(C)C(=O)c2ccc(NC(=O)C3CCC3)cc2OC[C@@H](C)N(C(=O)NC(C)C)C[C@H]1C
    0.2 | 13
O=C(OC1C(c2c(O)cc(O)c(C(=O)c3ccc(O)cc3)c2O)OC(CO)C(O)C1O)c1cc(O)c(O)c(O)c1 (stereo not drawn)
    14 | 56*
C[C@@H]1CN([C@@H](C)CO)S(=O)(=O)c2ccc(Br)cc2O[C@@H]1CN(C)C(=O)C1CCC1
    nt | 5
C[C@H]1CN([C@@H](C)CO)C(=O)c2cc(NC(=O)CCC(F)(F)F)ccc2O[C@@H]1CN(C)S(=O)(=O)c1ccccc1
    0.2 | 13
COc1ccc(OC)c(S(=O)(=O)N2CCC(C(=O)Nc3ccc(Oc4ccccc4)cc3)CC2)c1
    -0.8 | -5
C[C@H]1CN([C@@H](C)CO)C(=O)c2cc(C#CCN(C)C)cnc2O[C@H]1CN(C)Cc1ccccn1
    0.7 | -5
C[C@@H]1CN([C@H](C)CO)S(=O)(=O)c2ccc(C#C[C@@H](C)O)cc2O[C@@H]1CN(C)C(=O)C1CCCCC1
    nt | 6
C[C@H](CO)N1C[C@H](C)[C@H](CN(C)C(=O)Nc2ccc(C(F)(F)F)cc2)Oc2ccc(NC(=O)CCCCCC(=O)Nc3ccccc3N)cc2C1=O
    nt | -29

Overlap with the part before: six entries, followed by the next part.
Results follow in this order: IDH1 R132H inh | EZH2 inh
C[C@@H]1CN([C@@H](C)CO)S(=O)(=O)c2ccc(Br)cc2O[C@@H]1CN(C)C(=O)C1CCC1
    nt | 5
C[C@H]1CN([C@@H](C)CO)C(=O)c2cc(NC(=O)CCC(F)(F)F)ccc2O[C@@H]1CN(C)S(=O)(=O)c1ccccc1
    0.2 | 13
COc1ccc(OC)c(S(=O)(=O)N2CCC(C(=O)Nc3ccc(Oc4ccccc4)cc3)CC2)c1
    -0.8 | -5
C[C@H]1CN([C@@H](C)CO)C(=O)c2cc(C#CCN(C)C)cnc2O[C@H]1CN(C)Cc1ccccn1
    0.7 | -5
C[C@@H]1CN([C@H](C)CO)S(=O)(=O)c2ccc(C#C[C@@H](C)O)cc2O[C@@H]1CN(C)C(=O)C1CCCCC1
    nt | 6
C[C@H](CO)N1C[C@H](C)[C@H](CN(C)C(=O)Nc2ccc(C(F)(F)F)cc2)Oc2ccc(NC(=O)CCCCCC(=O)Nc3ccccc3N)cc2C1=O
    nt | -29
C[C@@H]1CN([C@@H](C)CO)C(=O)c2cc(NC(=O)Nc3ccc(C(F)(F)F)cc3)ccc2O[C@@H]1CN(C)Cc1ccc(C(=O)O)cc1
    0.1 | nt
O=C(C[C@@H]1C=C[C@H](NC(=O)Nc2ccc3c(c2)OCO3)[C@H](CO)O1)NCc1ccccc1
    0.4 | 6
C[C@H]1CN([C@@H](C)CO)C(=O)c2cc(C3=CCCC3)cnc2O[C@@H]1CN(C)C
    -2.1 | -15
COc1ccc(CN(C)C[C@H]2Oc3ccc(NC(=O)NC4CCCCC4)cc3CC(=O)N([C@H](C)CO)C[C@@H]2C)cc1
    1.0 | nt
C[C@H]1CN([C@@H](C)CO)C(=O)c2c(c3ccccc3n2C)-c2ccccc2CO[C@H]1CN(C)S(=O)(=O)c1cccs1
    -0.2 | -20
C[C@@H]1CN([C@H](C)CO)C(=O)c2cc(-c3cccc(C(=O)N(C)C)c3)cnc2O[C@@H]1CN(C)S(=O)(=O)c1ccc(F)cc1
    6.1 | nt
C[C@@H]1CN([C@@H](C)CO)C(=O)c2cc(-c3ccncc3)cnc2O[C@H]1CN(C)C(=O)c1cccc(F)c1
    0.0 | nt
C[C@@H]1CN([C@H](C)CO)C(=O)c2cccc(NC(=O)c3ccc(-c4nccs4)cc3)c2O[C@H]1CN(C)Cc1ccc(C(=O)Nc2ccccc2N)cc1
    0.4 | -26
CCCN(C)C[C@H]1OCCCC[C@H](C)Oc2ccc(NS(=O)(=O)c3ccc(OC)cc3)cc2C(=O)N([C@@H](C)CO)C[C@H]1C
    -2.1 | -4
C[C@@H]1CN([C@H](C)CO)C(=O)c2cccc(NC(=O)c3cnccn3)c2O[C@@H]1CN(C)Cc1ccncc1
    nt | 4
COCCOC(=O)N1C(=O)[C@@]2(c3cc(C#CCC(C(=O)OC)C(=O)OC)ccc31)[C@H](c1ccccc1OCCO)N1[C@H](c3ccccc3)[C@H](c3ccccc3)OC(=O)[C@H]1[C@@H]2C(N)=O
    -0.2 | -7
C[C@H]1CN([C@@H](C)CO)C(=O)Cc2cc(NC(=O)CCN3CCOCC3)ccc2O[C@H]1CN(C)S(=O)(=O)c1ccc(F)cc1
    0.3 | -7
C[C@H](CO)N1C[C@H](C)[C@H](CN(C)S(=O)(=O)c2cccc(F)c2)Oc2ncc(-c3cccc(F)c3)cc2C1=O
    0.5 | 3&5
O=C(C1=C[C@H](c2ccc3c(c2)OCO3)C[C@H](OCc2ccc(CO)cc2)O1)N1CCCCC1
    0.3 | 5
COc1ccc(CN(C)C[C@H]2Oc3ccc(NC(=O)Cc4cn(C)c5ccccc45)cc3C(=O)N([C@H](C)CO)C[C@@H]2C)cc1
    -14 | -1
CO[C@H]1CN(C)C(=O)c2ccc(NS(C)(=O)=O)cc2OC[C@H](C)N(CCC(F)(F)F)C[C@@H]1C
    0.2 | -6
C[C@@H]1CN([C@@H](C)CO)C(=O)c2cc(C#CCN(C)C)cnc2O[C@H]1CN(C)C
    -1.9 | -6
Cc1cccc(NC(=O)c2ccccc2NC(=O)COc2ccccc2)c1C
    -0.3 | 4
C[C@@H]1CN([C@@H](C)CO)C(=O)c2cc(-c3ccncc3)cnc2O[C@@H]1CN(C)C(=O)NC1CCCC1
    0.4 | -1
Cc1ccc(S(=O)(=O)N[C@H]2CC[C@@H](CCn3cc(C4(O)CCCC4)nn3)O[C@H]2CO)cc1
    -0.1 | -20
CNC[C@H]1Oc2c(NC(=O)Nc3c(C)noc3C)cccc2C(=O)N([C@@H](C)CO)C[C@H]1C
    1.8 | 1
C[C@@H]1CN([C@H](C)CO)C(=O)c2c(c3ccccc3n2C)-c2ccccc2CO[C@@H]1CN(C)S(=O)(=O)c1ccccc1
    nt | 2
C[C@H](CO)N1C[C@H](C)[C@H](CN(C)Cc2ccc(Cl)c(Cl)c2)Oc2ccc(NC(=O)CCCN(C)C)cc2C1=O
    0.1 | 0
C[C@@H]1CN([C@H](C)CO)C(=O)Cc2cc(NC(=O)Nc3ccc(C(F)(F)F)cc3)ccc2O[C@@H]1CN(C)Cc1ccncc1
    6.2 | nt
CC(C)NC(=O)Nc1ccc2c(c1)CC(=O)N([C@H](C)CO)C[C@H](C)[C@@H](CN(C)S(=O)(=O)c1cn(C)cn1)O2
    -6.9 | nt
C[C@H]1CN([C@@H](C)CO)S(=O)(=O)c2ccc(C#Cc3ccccc3)cc2O[C@@H]1CN(C)C
    0.9 | -6
CO[C@@H]1CN(C)C(=O)c2ccc(NC(=O)C3CCC3)cc2OC[C@@H](C)N(C)C[C@H]1C
    -0.6 | -2
COc1ccc(NC(=O)Nc2ccc3c(c2)C(=O)N([C@H](C)CO)C[C@H](C)[C@@H](CN(C)C(=O)Nc2ccc(OC)cc2)O3)cc1
    -0.5 | nt
Cc1noc(C)c1S(=O)(=O)N(C)C[C@@H]1OCCCC[C@H](C)Oc2ccc(N(C)C)cc2C(=O)N([C@@H](C)CO)C[C@H]1C
    0.7 | 3
CCC(=O)Nc1ccc2c(c1)OC[C@H](C)N(C(=O)CN(C)C)C[C@@H](C)[C@@H](OC)CN(C)C2=O
    0.1 | 4
C[C@H]1CN([C@@H](C)CO)C(=O)c2cc(NC(=O)C3CC3)ccc2O[C@@H]1CN(C)Cc1ccc(Oc2ccccc2)cc1
    0.3 | -3
COc1ccc(S(=O)(=O)Nc2ccc3c(c2)CC(=O)N([C@H](C)CO)C[C@H](C)[C@@H](CN(C)CC2CCCCC2)O3)cc1
    -0.7 | nt
Cc1ccc(OCC(=O)Nc2ccc3oc(-c4cccc(F)c4)nc3c2)c(C)c1
    0.0 | -1
C[C@@H]1CN([C@@H](C)CO)C(=O)c2cc(C#CC3(O)CCCC3)cnc2O[C@H]1CN(C)Cc1cncnc1
    -0.1 | -35
CO[C@H]1CN(C)C(=O)c2cc(NC(=O)C3CC3)ccc2OC[C@H](C)N(C(=O)CN(C)C)C[C@H]1C
    0.2 | 3
CO[C@H]1CN(C)C(=O)c2ccc(NC(=O)c3ccc(Oc4ccccc4)cc3)cc2OC[C@H](C)NC[C@@H]1C
    -0.5 | -34
CC(C)(Oc1ccc(Cl)cc1)C(=O)O
    0.5 | nt
Cc1sc2ncnc(SCC(=O)Nc3ccc(C(N)=O)cc3)c2c1C
    0.0 | 6
C[C@@H]1CN([C@@H](C)CO)C(=O)c2cc(C#CC3CCCCC3)cnc2O[C@H]1CN(C)S(=O)(=O)c1cccc(F)c1
    0.6 | 7
O=C(Nc1ccc2c(c1)OCO2)N[C@H]1CC[C@H](CCNC(=O)C2CCCC2)O[C@H]1CO
    0.5 | -11
C[C@@H]1CN([C@@H](C)CO)C(=O)c2cc(NC(=O)NC3CCCCC3)ccc2O[C@@H](C)CCCCO[C@@H]1CN(C)C
    -1.8 | -19
COc1ccc(N(CC(=O)Nc2ccccc2F)S(C)(=O)=O)cc1
    -0.6 | -16
COc1ccccc1NC(=O)N[C@H]1CC[C@@H](CCn2cc(-c3ccccc3OC)nn2)O[C@@H]1CO
    -0.7 | 0
C[C@@H]1CN([C@H](C)CO)C(=O)CCCn2cc(nn2)CO[C@@H]1CN(C)S(=O)(=O)c1ccc(F)cc1
    -0.6 | 22
C[C@@H]1CN([C@@H](C)CO)C(=O)c2cc(C#C[C@@H](C)O)cnc2O[C@@H]1CN(C)C(=O)Nc1ccc(F)cc1
    0.6 | 5
COc1ccccc1-c1ccc2c(c1)O[C@H](CN(C)S(=O)(=O)c1ccc(F)cc1)[C@@H](C)CN([C@@H](C)CO)S2(=O)=O
    0.0 | -14
O=C(CCCCCCC(=O)Nc1ccccc1O)N/N=C/c1cccc(C(=O)O)c1
    1.2 | 2
C[C@H]1CN([C@@H](C)CO)C(=O)Cc2cc(NC(=O)CCCCCC(=O)Nc3ccccc3N)ccc2O[C@@H]1CN(C)S(=O)(=O)c1cn(C)cn1
    -0.7 | 4

Taken from above:
Entry for C[C@H]1CN([C@@H](C)CO)C(=O)c2cc(NC(=O)C3CC3)ccc2O[C@@H]1CN(C)Cc1ccc(Oc2ccccc2)cc1 in EZH2 inh: -3
Entry for Cc1ccc(OCC(=O)Nc2ccc3oc(-c4cccc(F)c4)nc3c2)c(C)c1 in IDH1 R132H inh: 0.0
